Source: PubChem BioAssay
Rac1 GTP hydrolysis: MgcRacGAP GTPase-activating activity inhibitors, confirmation, biochemical, ADP Hunter fluorescence; MgcRacGAP-stimulated Rac1 GTP hydrolysis, ADP Hunter fluorescence; higher % means a stronger effect; GST-tagged Rac1 F28L mutant substrate; inhibition, % at 30 µM; hits with a dose series show IC50 in µM; 340,000 tested, 0.6% active; AID 624330;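 active means first-screen hits whose inhibition reached a set limit at any dose in the follow-up dose series; inconclusive means inhibition above the set first-screen limit but never retested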;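 further: fluorescence reports GDP produced by GAP-driven GTP hydrolysis; strong numbers were not always called active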
NTR1 agonist: agonists of NTR1, primary screen, imaging, U2OS cells, beta-arrestin-GFP, high content (AID 493036). P30989. NTR1-U2OS beta-arrestin-GFP spot imaging, agonist mode. 330,000 tested, 0.17% active. activation, % at 20 µM;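 active means activation at or above 40% of the spot to cytoplasm intensity ratio, with at least 20 cells analyzed; inconclusive means wells under 20 cells, flagged as cytotoxic or low count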;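 further: 0% = DMSO without peptide and 100% = 100 nM NTR1 peptide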
Target sequence (P30989 whole entry, looked up): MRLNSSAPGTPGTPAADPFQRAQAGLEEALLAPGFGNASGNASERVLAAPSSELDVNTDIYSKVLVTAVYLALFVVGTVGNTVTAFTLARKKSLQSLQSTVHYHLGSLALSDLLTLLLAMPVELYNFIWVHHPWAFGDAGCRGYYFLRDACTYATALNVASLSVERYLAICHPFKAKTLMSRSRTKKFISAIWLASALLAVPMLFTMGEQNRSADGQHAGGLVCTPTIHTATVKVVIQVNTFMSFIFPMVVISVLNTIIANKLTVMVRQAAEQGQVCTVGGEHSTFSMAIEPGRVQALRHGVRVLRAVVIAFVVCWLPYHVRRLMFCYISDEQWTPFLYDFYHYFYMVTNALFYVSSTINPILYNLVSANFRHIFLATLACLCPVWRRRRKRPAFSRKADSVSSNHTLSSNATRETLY
Myeloid diff 2: promotes myeloid progenitor differentiation. calls only at 10 µM. 360,000 tested, 1% active. ER-HoxA9 myeloid progenitors, lysozyme-GFP differentiation, flow cytometry;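 active means normalized GFP-positive differentiation at or above the plate's own cutoff, the solvent-only control mean plus 3 SD; inconclusive means no clear call, values can overlap the other calls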;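 further: cells exposed to compound for four days before flow analysis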
GPR55 LPI antagonism: inhibition of LPI-stimulated GPR55 beta-arrestin translocation – imaging, U2OS, beta-arrestin-GFP, LPI agonist, primary screen (AID 2013). U2OS GPR55 beta-arrestin-GFP translocation imaging, LPI antagonism; higher % means a stronger effect. inhibition, % at 10 µM, or IC50 in µM where a hit was titrated. 290,000 tested, 0.13% active;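 active means spots per cell inhibited over 60%, with over 100 cells counted and total cytoplasm intensity under 500,000; inconclusive means wells with under 100 cells, flagged as likely toxic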;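 further: U2OS cells stably carrying GPR55 and arrestin-GFP stimulated by 5 µM LPI near EC80; imaged beta-arrestin-GFP aggregate spots per cell after agonist stimulation; plate controls were LPI-stimulated DMSO wells for no effect and DMSO wells without LPI for full effect; some results filed as inactive read as strong as hits; confirmed hits need IC50 under 10 µM and bright autofluorescent wells are also inconclusive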
Siah-1 displacement: blockers of Siah-1 interaction with plectin peptide – biochemical, fluorescence polarization, rhodamine-plectin, uHTS, primary screen (AID 1817); displacement, % at 20 µM, or IC50 in µM where a hit was titrated; Siah-1 / rhodamine-plectin peptide fluorescence polarization; higher % means a stronger effect; 290,000 tested, 0.02% active;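 active means displacement of at least 50% at 20 µM, with a fluorescence ratio check between 0.3 and a set limit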;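 further: plate controls were Siah plus tracer with DMSO for no effect and tracer alone without Siah for full effect; strong numbers were not always called active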
HIV fusion peptide: inhibitors of HIV fusion peptide binding, primary screen, biochemical, uHTS, fluorescence dequenching (AID 1986); inhibition, % at 20 µM, or IC50 in µM where a hit was titrated; cell-free peptide binding, fluorescence dequenching, 30 min; higher % means a stronger effect; 290,000 tested, 0.3% active; in the data active means inhibition mostly above about 52%, no sharp cut-off; inactive means mostly below about 76%; further: some results filed as inactive read as strong as hits
Salmonella PhoP GFP: PhoP-dependent GFP reporter repression – Salmonella Typhimurium, primary screen (AID 1863) | one-dose inhibition, % at 50 µM; IC50 in µM for titrated hits | 300,000 tested, 0.16% active | S. Typhimurium PhoP-regulated promoter GFP reporter, 4 h; higher % means a stronger effect;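 active means inhibition over 29.93%, a cutoff 3 SD above the screen mean, later confirmed by dose response; inconclusive means inhibition over 29.93% but no dose response follow-up; inactive means inhibition at most 29.93% or unconfirmed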;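 further: 0% = low Mg2+ inducing control and 100% = high Mg2+ repressing control; strong numbers were not always called active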
LYP inhibition: inhibitors of LYP phosphatase, biochemical, fluorescence intensity, uHTS (AID 1779) | 290,000 tested, 0.054% active | recombinant LYP phosphatase, fluorescence intensity; higher % means a stronger effect | inhibition, % at 11.5 µM; hits with a dose series show IC50 in µM; in the data active means inhibition above about 50%;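 further: plate controls were vehicle with enzyme for no effect and no enzyme for full effect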
GPR35 arrestin U2OS: GPR35 antagonists blocking zaprinast-driven arrestin recruitment, primary screen, imaging, U2OS, beta-arrestin-GFP, zaprinast agonist (AID 2058); inhibition, % at 10 µM, or IC50 in µM where a hit was titrated; 290,000 tested, 0.052% active; U2OS GPR35 beta-arrestin-GFP translocation imaging, zaprinast antagonism; higher % means a stronger effect;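 active means inhibition of at least 50% with at least 30 cells and total cytoplasm GFP at most 10,000,000; inconclusive means under 30 cells or total GFP of 10,000,000 plus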
NTR1 agonist cell count 20 µM: further read-out of NTR1 agonist, marked with its call; cell count; measured here: cell count, cytotoxicity flag
Myeloid diff 2 GFP+ MAC1+ %: further read-out of Myeloid diff 2, marked with its call; GFP+ MAC1+ double positive, %; measured here: differentiation confirmed by MAC1 staining
* marks the source's active call; other numbers are inactive results; i = inactive; ? = inconclusive; nt = not tested or not shown. Not all compounds are listed; count on the stated rates, not on these rows.

SMILES | Rac1 GTP hydrolysis | NTR1 agonist | NTR1 agonist cell count 20 µM | Myeloid diff 2 | Myeloid diff 2 GFP+ MAC1+ % | GPR55 LPI antagonism | Siah-1 displacement | HIV fusion peptide | Salmonella PhoP GFP | LYP inhibition | GPR35 arrestin U2OS
CN1C2CCC1CC(OC(=O)CCN1CCCC1)C2 (configuration not stated) | -2% | 0.8 | 54 | i | 10 | 26% | 2% | -0.3% | 6% | -10% | -10%
Cc1cccc(NP(C)(=O)c2nc3c(s2)CCCC3)c1 (configuration not stated) | 11% | -0.7 | 68 | i | 0.4 | 11% | -8% | -4.2% | 0% | -5% | 6%
O=C(C(=O)N1CCOCC1)c1cn(Cc2ccccc2)c2ccccc12 | 5% | 0.0 | 61 | i | 0.2 | 6% | 4% | 1.0% | -8% | 0% | -5%
Cn1c(=O)c2c(nc(N/N=C/c3c(O)n(C4CCCCC4)c(=S)[nH]c3=O)n2C)n(C)c1=O | 13% | 1.3 | 54 | i | 1.1 | -7% | 3% | 2.8% | -11% | -4% | -10%
CCCCc1ncc(CN2CCCC(C(=O)c3ccc(SC)cc3)C2)[nH]1 (configuration not stated) | 7% | 1.3 | 48 | i | 0.5 | -7% | 0% | 1.3% | 9% | 5% | 4%
CC1(C)C(C(=O)N2CCN(c3ccc(Cl)cc3)CC2)C1(C)C | 15% | 2.0 | 88 | i | 0.5 | -16% | 2% | -2.8% | -7% | -7% | 2%
CCN(CC)c1ccc(/C=C2/C(=O)NC(=O)N(CC3CCCO3)C2=O)cc1 (configuration not stated) | ? | 1.8 | 63 | i | 1.2 | 6% | -2% | 23% | 14% | 7% | 4%
COc1ccccc1N(CC(=O)NC1CCCCC1)C(=O)c1cnn(C(C)C)c1 | 2% | -1.3 | 68 | i | 1.8 | 6% | -2% | -0.4% | -14% | -4% | -10%
COc1ccccc1NC(=O)c1cn(CCC#N)nc1-c1ccc(F)cc1 | 4% | 0.0 | 45 | i | 0.3 | 16% | 5% | 2.5% | -6% | -15% | 2%
CN1C(=O)N(C)C(=O)C2(Cc3cc(N)ccc3N3CCN(c4ccccc4F)CC32)C1=O (configuration not stated) | nt | -2.5 | 99 | nt | nt | -7% | 4% | -4.6% | 5% | -6% | 8%
C[N+]1(C)CCN(c2ccccc2)CC1 | 5% | -1.3 | 60 | i | 1.1 | 3% | 6% | -1.0% | -1% | -8% | 8%
CCCCCn1c(NC(=O)c2ccco2)c(C(=O)OCC)c2nc3ccccc3nc21 | 8% | 0.1 | 78 | ? | nt | 8% | 65%* | 3.5% | 2% | -5% | 4%
Cc1ccc(Cl)cc1N1CCN(CCN)CC1 | 10% | 0.4 | 70 | i | 0.4 | 6% | -1% | -2.1% | 2% | -5% | 2%
CCc1ccccc1N1C(=O)/C(=C/c2ccc(N3CCN(C)CC3)o2)C(=O)NC1=S | 14% | 1.5 | 51 | i | 0.8 | -3% | 7% | 25% | -3% | -3% | -6%
Cc1ccc(-n2c(O)c(C=NC3CCCC3)c(=O)[nH]c2=O)c(C)c1 | 9% | 2.4 | 68 | i | 1.1 | 6% | -2% | 2.6% | -3% | -2% | 3%
CC(O)(CS(=O)(=O)c1cccc(C(F)(F)F)c1)C(=O)Nc1cccc(C(F)(F)F)c1 (configuration not stated) | 3% | 3.4 | 65 | i | 5.1 | 18% | 1% | -0.8% | 2% | -2% | -2%
COc1cc2c(cc1O)C[C@H]1c3c(cc(O)c(OC)c3-2)CCN1C | 12% | -2.1 | 66 | i | 3.4 | nt | nt | nt | -5% | nt | nt
Cc1nc2c(-c3ccc(F)cc3)c(C)nn2c(C)c1CCC(=O)N1CCC2(CC1)OCCO2 | 12% | -1.5 | 79 | i | 1.7 | -13% | 0% | -1.2% | 4% | 1% | -4%
c1cc2c(cc1CCNC1C3CC4CC(C3)CC1C4)OCO2 (configuration not stated) | 13% | -1.6 | 85 | i | 0.8 | 8% | 2% | 0.8% | 6% | -2% | 1%
Cc1ccsc1C(=O)C1CCCN(Cc2ccccc2O)C1 (configuration not stated) | 7% | 0.7 | 41 | i | 0.5 | -1% | -1% | 1.4% | 9% | -5% | 4%
COc1ccc(N=C2SCCCN2C)cc1 | 4% | -1.3 | 75 | i | 0.7 | 4% | 8% | -0.1% | -3% | -10% | -6%
C=CCn1c(O)c(C(CC)=NCC2CCCO2)c(=O)[nH]c1=O (configuration not stated) | 5% | -0.1 | 41 | i | 0.7 | 2% | -1% | 1.0% | -1% | -2% | -6%
Cc1cccc(N=Cc2c(O)n(C)c(=O)n(C)c2=O)c1 | 11% | 1.1 | 61 | i | 0.5 | -6% | -3% | 0.5% | 2% | 2% | -5%
Cc1c(C(=O)Nc2ccccc2)cc(-c2ccccc2)n1CCCN1CCOCC1 | nt | -0.9 | 43 | i | 0.4 | 5% | -2% | -1.1% | 3% | -8% | 12%
CC(=O)O[C@H]1CCC2C3CCC4=CC(=O)CCC4=C3C=C[C@@]21C (some centres not stated) | 10% | 0.4 | 87 | i | 0.6 | -8% | 0% | 13% | 0% | -2% | 16%

Ordered by SMILES length (highest first): part of the list above
SMILES | Rac1 GTP hydrolysis | NTR1 agonist | NTR1 agonist cell count 20 µM | Myeloid diff 2 | Myeloid diff 2 GFP+ MAC1+ % | GPR55 LPI antagonism | Siah-1 displacement | HIV fusion peptide | Salmonella PhoP GFP | LYP inhibition | GPR35 arrestin U2OS
CN1C(=O)N(C)C(=O)C2(Cc3cc(N)ccc3N3CCN(c4ccccc4F)CC32)C1=O (configuration not stated) | nt | -2.5 | 99 | nt | nt | -7% | 4% | -4.6% | 5% | -6% | 8%
C=CCn1c(O)c(C(CC)=NCC2CCCO2)c(=O)[nH]c1=O (configuration not stated) | 5% | -0.1 | 41 | i | 0.7 | 2% | -1% | 1.0% | -1% | -2% | -6%
C[N+]1(C)CCN(c2ccccc2)CC1 | 5% | -1.3 | 60 | i | 1.1 | 3% | 6% | -1.0% | -1% | -8% | 8%

Next section
SMILES | Rac1 GTP hydrolysis | NTR1 agonist | NTR1 agonist cell count 20 µM | Myeloid diff 2 | Myeloid diff 2 GFP+ MAC1+ % | GPR55 LPI antagonism | Siah-1 displacement | HIV fusion peptide | Salmonella PhoP GFP | LYP inhibition | GPR35 arrestin U2OS
CN1C(=O)C(C2c3ccccc3C(=O)N2Cc2ccc([N+](=O)[O-])cc2)C(=O)N(C)C1=O (configuration not stated) | -6% | 1.0 | 79 | i | 2.6 | 16% | 4% | 4.8% | 4% | -5% | 21%
O=C(NC1CCCCC1)N1C[C@H]2C[C@@H](C1)c1cccc(=O)n1C2 | 7% | 0.7 | 75 | i | 0.5 | 14% | 9% | -2.1% | -5% | -6% | 1%
CCCN1CCC[C@H](c2cccc(O)c2)C1 | 11% | 1.0 | 73 | i | 0.9 | nt | nt | nt | 5% | nt | nt
CSc1ncc(/C=C2/C(=O)NC(=O)N(c3ccc(Cl)cc3)C2=O)cn1 | 12% | nt | nt | nt | nt | 18% | 6% | 10% | 1% | -3% | -8%
CC(=O)Nc1ccc(C(=O)OCC(=O)Nc2ccc(Cl)cc2C(=O)c2ccccc2)cc1 | 8% | 5.3 | 76 | i | 0.2 | 17% | 7% | -3.2% | 9% | -4% | -1%
CC(C)c1cc(Br)c(NC(=O)Nc2cccnc2)c(Br)c1 | 8% | -0.3 | 88 | i | 0.5 | 13% | 0% | -0.7% | -1% | -5% | -11%
CC(NCc1ccc(Cl)c(Cl)c1)C(O)c1ccccc1 (configuration not stated) | 5% | -1.6 | 35 | i | 3.4 | -3% | 22% | -2.5% | 34% | -10% | 3%
O=C(COC(=O)c1ccccc1)Nc1ccc(Cl)cc1C(=O)c1ccccc1 | 2% | 13 | 60 | i | 0.4 | 3% | -2% | 0.0% | 9% | -5% | 32%
Cc1sc2ncn(CC(=O)NCCCC(=O)N3CCC4(CC3)OCCO4)c(=O)c2c1C | -15% | -2.3 | 102 | i | 0.8 | 23% | 5% | -2.2% | -2% | -7% | -6%
CCOC(=O)C1(CCc2ccccc2)CCN(Cc2ccc3c(c2)OCCO3)CC1 | 4% | 6.1 | 46 | i | 0.3 | 11% | 2% | 0.4% | 7% | -10% | 21%
COc1cc(C(=S)N2CCOCC2)cc(OC)c1OC(=O)Cc1ccccc1 | 8% | -0.9 | 45 | i | 0.7 | 10% | 19% | -1.3% | -6% | 0% | 1%
CC(Cc1ccccc1)NC(=O)/C=C/C(=O)O (configuration not stated) | 11% | -0.2 | 91 | i | 0.2 | 9% | 2% | 0.0% | -6% | -3% | 9%
CCCC(=O)Nc1ccc(N2CCN(CC)CC2)c(Cl)c1 | 8% | -1.0 | 82 | i | 1.1 | 7% | 3% | 3.2% | 8% | 2% | 23%
COc1cccc(C2(O)CCSCC2CN(C)C)c1 (configuration not stated) | 4% | 1.2 | 52 | i | 0.5 | 11% | 0% | 15% | 6% | -2% | -2%
N#CCCn1cc(C(=O)Nc2ccc([N+](=O)[O-])cc2)c(-c2ccccc2)n1 | 8% | 3.3 | 43 | i | 0.1 | 8% | 10% | -0.8% | 0% | -2% | -6%
C=CCc1cc(OC)c2c(c1)OCO2 | 9% | -1.2 | 87 | i | 2.8 | nt | nt | nt | 12% | nt | nt
CC(=O)N1CCN(c2ccc([N+](=O)[O-])cc2C=C2C(=O)NC(=O)NC2=O)CC1 | 5% | 1.4 | 44 | i | 0.8 | 4% | 6% | 0.6% | 2% | -4% | 8%
C=CCN(CC#CCOc1ccccc1OC)CC=C | nt | 1.5 | 40 | nt | nt | 6% | 5% | 0.4% | 5% | -1% | 8%
O=c1[nH]c(=O)n(Cc2ccco2)c(O)c1C=NCc1ccc2c(c1)OCO2 | 8% | -0.4 | 71 | i | 1.3 | -24% | 1% | -0.5% | 3% | -4% | 1%
O=P(Nc1ccccc1)(Oc1ccccc1)Oc1ccccc1 | -1% | 3.8 | 35 | i | 0.7 | -1% | -1% | -0.8% | -6% | 4% | 23%
